# From PubChem
# rat GALR2 ag = agonists of rat galanin receptor 2 (GALR2) | cell-based GALR2 agonist screen | AID 833 | actives 0.5% (n = 16,000) | O08726 | activation, % at 10 µM; in the data active means activation above about 15%
# Nox1 inhibitor = human Nox1 inhibition | Q9Y5S8 | HT29 cells, luminol chemiluminescence ROS | inhibition, % at 6.7 µM | actives 0.81% (n = 16,000) | AID 1792
# PME-1 Maybridge = inhibitors of human PME-1 in Maybridge library | Q9Y570 | recombinant PME-1, FP-Rh probe fluorescence polarization | inhibition, % at 9 µM | actives 0.5% (n = 16,000); in the data active means inhibition above about 30%
# Target sequence (Q9Y570 whole entry, looked up): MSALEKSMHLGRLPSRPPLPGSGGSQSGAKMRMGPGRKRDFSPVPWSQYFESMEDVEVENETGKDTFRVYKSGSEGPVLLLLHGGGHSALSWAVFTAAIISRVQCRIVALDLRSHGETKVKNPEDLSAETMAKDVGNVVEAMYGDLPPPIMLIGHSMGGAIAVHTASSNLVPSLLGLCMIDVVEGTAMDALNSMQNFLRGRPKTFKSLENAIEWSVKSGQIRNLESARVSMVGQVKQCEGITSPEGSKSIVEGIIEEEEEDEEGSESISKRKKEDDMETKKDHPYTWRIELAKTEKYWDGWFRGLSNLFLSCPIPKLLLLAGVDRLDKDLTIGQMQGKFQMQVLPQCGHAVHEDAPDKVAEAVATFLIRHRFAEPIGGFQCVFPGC
# S1P1 agonist = activates the human S1P1 receptor | P21453 | S1P1 agonist cell-based reporter assay | activation, % at 4.5 µM | actives 1.5% (n = 16,000) | AID 1044; in the data active means activation above about 80%
# NOTCH agonist = agonists of NOTCH signaling; NOTCH signaling luciferase reporter cells, luminescence; activation, % at 2.5 µM; actives 0.4% (n = 15,000); AID 434982; in the data active means activation above about 2.2%
# TLR4 MyD88 blk = inhibitors of human TLR4-MyD88 binding; O00206; Cell-based TLR4-MyD88 binding inhibition assay; inhibition, % at 10 µM; actives 0.06% (n = 16,000); in the data active means inhibition above about 45%
# OPRK1 antag MB = OPRK1 (human) antagonism, Maybridge screen; OPRK1 cells, antagonist mode, fluorescence readout; inhibition, % at 9 µM; actives 0.4% (n = 16,000); AID 652031; in the data active means inhibition above about 50%
# Target sequence (P41145 whole entry, looked up): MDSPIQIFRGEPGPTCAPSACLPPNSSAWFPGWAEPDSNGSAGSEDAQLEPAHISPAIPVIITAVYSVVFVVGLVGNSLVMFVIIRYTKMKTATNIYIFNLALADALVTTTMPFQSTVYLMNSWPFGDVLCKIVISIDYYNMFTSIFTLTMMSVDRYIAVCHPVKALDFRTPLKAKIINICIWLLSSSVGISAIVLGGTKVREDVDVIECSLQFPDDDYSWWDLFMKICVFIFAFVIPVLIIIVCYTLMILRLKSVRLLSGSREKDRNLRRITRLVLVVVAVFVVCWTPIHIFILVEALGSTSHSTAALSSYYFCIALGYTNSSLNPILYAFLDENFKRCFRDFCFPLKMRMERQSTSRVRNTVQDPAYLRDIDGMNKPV
# Luminol counter = counter-screen for Nox1 inhibitors: inhibitors of luminol chemiluminescence; actives 0.4% (n = 16,000); HRP/luminol/H2O2 chemiluminescence counterscreen; AID 1823; inhibition, % at 6.7 µM; further: reference of the scale not given here
# * = called active by the depositor; / = no result given. Unless noted, no stated cut-off is given here; in the data, active means inhibition above about 75%; inactive means the rest.
# The first 3 compounds (preview)
SMILES,rat GALR2 ag,Nox1 inhibitor,PME-1 Maybridge,S1P1 agonist,NOTCH agonist,TLR4 MyD88 blk,OPRK1 antag MB,Luminol counter
O=C(CN1CCC(C(=O)O)CC1)Nc1ccccc1Oc1ccccc1,-6,11,5,6,1.5,5,-4,-8
CN1CCN(c2ncc3c(=S)[nH]c(=S)[nH]c3n2)CC1,-6,-46,0,3,-0.1,1,0,9
O=[N+]([O-])c1ccccc1OCCOC1OCCOC1OCCOc1ccccc1[N+](=O)[O-] (centres undefined),-2,20,7,-3,-0.3,-7,-1,-5

# The whole of this part, repeating the preview:
SMILES,rat GALR2 ag,Nox1 inhibitor,PME-1 Maybridge,S1P1 agonist,NOTCH agonist,TLR4 MyD88 blk,OPRK1 antag MB,Luminol counter
O=C(CN1CCC(C(=O)O)CC1)Nc1ccccc1Oc1ccccc1,-6,11,5,6,1.5,5,-4,-8
CN1CCN(c2ncc3c(=S)[nH]c(=S)[nH]c3n2)CC1,-6,-46,0,3,-0.1,1,0,9
O=[N+]([O-])c1ccccc1OCCOC1OCCOC1OCCOc1ccccc1[N+](=O)[O-] (centres undefined),-2,20,7,-3,-0.3,-7,-1,-5
Cc1nn(C)c(N/N=C/c2cc(Br)cs2)c1[N+](=O)[O-],-5,3,4,-16,-1.1,-8,20,-3
COc1ccc(C(=O)N/N=C/c2cc(Cl)cc(Cl)c2O)cc1,-2,32,-1,2,/,-15,-7,-3
NC(N)=NNC(=O)/C=C/C(=O)O,-6,-52,-1,3,-0.9,16,15,17
O=c1cc(-c2ccccc2)nc2cc(-c3cccs3)[nH]n12,-3,-20,3,-4,-0.1,-5,1,6
CC(C)(C)c1cc(NC(=O)C2COc3ccccc3O2)n[nH]1 (centres undefined),-6,-52,2,-3,-0.2,3,5,-1
Cc1cc(NC(=O)c2cc(-c3ccccc3)c(C(F)(F)F)s2)on1,-4,-31,-2,-5,-0.2,-7,4,-1
CC(=O)N(C(C)=O)N(C)c1nc(-c2ccccc2)ns1,1,3,3,-6,-0.1,-7,16,-4
c1ccc(OCCOc2ccccn2)nc1,-3,-18,3,-9,-0.7,-6,-7,-3
NC(N)=NC(N)=Nc1ccc2c(c1)OCCO2,-7,-5,-1,-4,-0.3,3,10,-1
N#CCS(=O)(=O)Cc1cccs1,-6,-88,-3,-8,-0.8,/,13,3
CCOC(=O)c1c(NC(=O)CN(CC)CC)sc2c1CCN(C(=O)OCC)C2,-5,-11,7,-24,-0.7,-7,-25,-4
CCCCn1c(=O)c(C)c(C)c2ccccc21,-7,-102,2,-17,-0.4,8,-18,-1
O=C1c2cccc3cc([N+](=O)[O-])cc(c23)C(=O)N1CC1CCCO1 (centres undefined),-4,-3,-8,-37,-0.6,-7,-21,1
Cc1nn(C)c2ncc(NC(=O)Nc3ccc(C(F)(F)F)cc3)c(Cl)c12,-6,-14,-40,3,0.3,-4,5,-1
O=C(N1CCCCC1)C12CC3CC(CC(C3)C1)C2,-6,-7,2,1,-0.7,/,11,0
CC(C)(C)OC(=O)N[C@@H](Cc1ccccc1)C(=O)NNC(=S)CC1CCCO1 (some centres undefined),-7,9,2,4,-0.5,4,6,-5
C=CCNC(=S)/N=C(\N)N1CCOCC1,-3,-53,-3,-2,-0.4,-1,18,9
NC(=O)c1c(/N=C/c2cc(Br)ccc2O)sc2c1CCCC2,1,-130,6,-11,-0.3,3,-7,6
O=C(c1ccc(F)cc1F)C1CCN(C(=O)c2cccs2)CC1,-6,-34,22,0,/,-7,7,0
C(=C(c1ccccc1)c1ccccc1)N1CCC1,-8,-48,1,-7,-0.5,5,3,-1
O=C(CS(=O)(=O)Cc1cccc(C(F)(F)F)c1)NNC(=O)c1cccc(Cl)c1,-3,-10,2,5,-0.3,5,14,-4
O=S(=O)(Cc1nc(-c2ccc3c(c2)OCCO3)cs1)c1ccc(Cl)cc1,-7,-45,10,-2,-0.9,1,-3,0
Brc1ccc(-n2cccc2)nc1,-9,-32,-3,86*,-0.3,2,-7,2
COc1ccc(S(=O)(=O)N(CCC#N)Cc2ccco2)cc1OC,-4,-24,4,-16,-0.4,3,5,-5
CCC(CO)Nc1nc2c(c(=O)n(C)c(=O)n2C)n1Cc1ccccc1 (centres undefined),-6,3,-1,-2,-0.8,-1,-1,4
O=C(Nc1ccc(Br)cc1C(F)(F)F)C(F)(F)F,-4,-12,0,-10,-0.1,-6,3,-3
Oc1[nH]c2ccccc2c1N=Nc1nc(-c2ccc(Br)cc2)cs1,-7,-2,14,82*,-0.3,-1,15,12
Cc1nc([N+](=O)[O-])cn1CC(O)c1ccc2c(c1)OCO2 (centres undefined),-5,-37,-3,-5,-0.6,6,12,3
O=S(=O)(Cc1ccc(C(F)(F)F)cc1)c1ccc(Cl)cc1,-3,22,5,-6,0.0,-9,-6,-5
Cc1cc(=O)[nH]c(-c2ccccn2)n1,-2,-1,-2,-11,0.0,-3,-14,-1
COC(=O)C12CCC3(SCCS3)C(C(=O)OC)(CCC13SCCS3)C2,-7,-23,-1,1,-0.7,-4,0,3
COc1nc(N)nc(C23CC4CC(CC(C4)C2)C3)n1,-6,-53,-2,-10,-0.3,5,7,1
Cc1onc(-c2ccccc2)c1C(=O)Nc1ccc2n[nH]nc2c1,-12,-24,-1,27,-0.7,5,5,3
CC(C)(Oc1ccc(Cl)cc1)C(=O)NC1CCCCNC1=O (centres undefined),-6,-4,3,-10,-0.1,-2,-10,-4
COc1ccc(C(O)(c2ccccc2)C2CC2)cc1 (centres undefined),-8,-38,-1,1,0.1,7,-1,-1
CCc1ccccc1NC(=O)c1scc(Br)c1OC,1,-42,0,-4,-0.2,8,-39,-2
CCOC(=O)c1ccc(-n2nc(C)cc2C)cc1,-3,29,4,12,0.1,2,9,-6
CCCCNC(=O)c1cc2c(C)cc(C)cc2[nH]1,-5,-27,5,-4,-0.3,-1,-6,-4
CCOC(=O)C1=C(NC2CCN(Cc3ccccc3)CC2)C(=O)N(C(C)(C)C)C1,-3,-48,2,4,-0.8,-11,2,0
Cc1ncc(-c2ccc3ccccc3c2)s1,-6,1,2,14,-0.6,-10,-10,-2
COc1ccccc1C1CCN(Cc2ccc3c(c2)CCC(C)(C)O3)CC1,-2,-44,3,-2,-0.4,-2,75*,2
N#Cc1ccc(C#CCOC(=O)c2ccc(C(F)(F)F)cc2)cc1,-3,6,4,5,-0.7,-2,-3,-3
O=S(=O)(Nc1cc(C(F)(F)F)cc(C(F)(F)F)c1)c1cccc2nsnc12,-3,55,5,89*,0.1,3,17,-4
COc1ccccc1N1CCN(C(=O)C(C)c2ccc(CC(C)C)cc2)CC1 (centres undefined),-3,-24,1,-1,-0.2,3,-13,4
COc1cccc(Nc2c(Nc3cccc(OC)c3)c(=O)c2=O)c1,-4,22,3,-1,-0.3,1,1,-3
COc1c(Br)cc(-c2noc(CSC)n2)cc1Br,-6,-2,0,-1,0.1,6,19,6
O=C(O)CCC(=O)Nc1ncccc1OCc1ccc(Cl)c(Cl)c1,-8,-19,1,37,-1.0,3,16,0
NS(=O)(=O)c1ccc(N=Cc2ccccc2O)cc1,-5,-28,16,-4,1.2,-11,5,3
O=C(NCc1ccc(S(=O)(=O)N2CCN(C(=O)C3CCCO3)CC2)s1)c1ccccc1 (centres undefined),-6,-20,2,-1,-0.4,7,-2,1
COc1ccc(Cl)cc1NC(=O)C(=S)NC1CCCCC1,-9,22,1,64,0.0,/,18,-7
O=C1N=C(c2ccccc2)C(C(=O)Nc2ccc(Br)cc2)=C1O,-4,-10,-38,0,0.3,4,16,3
O=C(Nc1ccc(N=Cc2ccccc2O)cc1)c1ccccc1O,-2,-39,-4,-30,0.0,-13,4,2
COc1cccc2c1OCC2=O,-2,20,4,-12,0.1,-7,18,-7
COC(=O)c1sccc1N/C=C(\C#N)S(=O)(=O)c1cccs1,-1,33,9,4,-0.2,6,17,-3
C/C(=N\NC(=O)/C=C/C(=O)O)c1ccc([N+](=O)[O-])cc1,-7,-10,-1,10,1.0,2,6,3
Cc1nnsc1C(=O)N1CCN(C(=O)C2COc3ccccc3O2)CC1 (centres undefined),-6,-67,-4,2,-0.8,7,-2,2
CSc1nnc(-c2csc(S(=O)(=O)Nc3cccc(C(F)(F)F)c3)c2)n1C,-4,-12,1,13,-0.3,2,-5,-3

# More structures.
SMILES,rat GALR2 ag,Nox1 inhibitor,PME-1 Maybridge,S1P1 agonist,NOTCH agonist,TLR4 MyD88 blk,OPRK1 antag MB,Luminol counter
COc1ccccc1NC(=O)c1ccc(C#Cc2ccccc2)o1,-3,-29,-10,7,0.2,-2,-1,0
CN(C)c1ccsc1C(=O)NNS(=O)(=O)c1ccc(Cl)cc1,-8,68,-5,32,0.3,8,6,28
Cc1cc(C(=O)Nc2ccc(CN3CCS(=O)(=O)CC3)cc2)no1,-9,-1,-9,-5,-0.1,-3,-3,2
COc1ccc(Cc2n[nH]c(=O)o2)cc1OC,-6,-79,2,-5,-0.9,3,4,-1
COc1ccc2cc(C(=O)c3cc4ccc(OC)cc4oc3=O)c(=O)oc2c1,-3,-23,-3,-12,0.0,4,-7,-2
O=C(NC(=O)c1c(F)cccc1Cl)Nc1ncc(C(F)(F)F)cc1Cl,-7,-56,2,-10,-0.3,4,22,-2
c1csc(C2Nc3ccccc3O2)c1 (centres undefined),-7,-37,0,4,-0.6,-5,-2,1
Cc1nc2cc3c(cc2s1)OCO3,-5,-32,-1,3,-0.3,6,-6,0
NCC(O)COc1c(Cl)cccc1Cl (centres undefined),-5,-5,0,12,0.1,/,-27,-1
N#CC(C(=O)c1cccs1)=C1SCCS1,5,-22,5,2,0.0,1,-4,2
Clc1cccc(-c2noc(-c3ccsc3)n2)c1,-5,20,5,72,-0.4,5,24,-7
Cn1cc(Cl)c(/C=C(\C#N)S(=O)(=O)C(C)(C)C)n1,-2,12,4,-29,0.5,-5,14,25
COc1ccc(C(C)=O)cc1CO/N=C1\CSCc2ccccc21,-10,-22,3,61,-1.0,14,-1,-1
O=S(=O)(c1ccc(N2CCOCC2)nc1)N1CCN(c2c(Cl)cncc2Cl)CC1,-6,-42,8,1,0.0,-8,-15,-4
Cc1cc(S(=O)(=O)Nc2ccccc2C(=O)NCC2CC2)c(C)cc1Cl,-9,27,2,55,-1.0,-4,-30,-2
CC(C)(C)OC(=O)N[C@@H](Cc1ccccc1)C(=O)NNC(=S)c1ccc2c(c1)OCCO2,-7,4,22,-13,-0.7,36,4,-2
O/N=C1/CCCc2nonc21,-3,-40,-3,1,0.4,7,3,-1
C/C(=N\OC(=O)c1ccc(Cl)cc1)c1ccc(F)cc1,-4,7,-3,-11,-0.4,0,-11,1
Cc1nc(Nc2ccccc2)sc1C(=O)c1ccc2c(c1)OCCCO2,-5,28,1,20,-6.0,11,11,-19
N#Cc1c(Cl)cccc1Oc1ccc(-c2nnco2)cc1,-7,-47,14,49,-0.5,9,0,3
CCOC(=O)Cc1nn(C)c(=O)c2ccccc12,0,-26,0,-19,0.0,5,-9,1
N#Cc1c(-c2cccs2)cc(-c2cccs2)nc1N,11,-15,0,-45,-0.6,-32,-43,4
N#C/C=C(\Nc1ccc(F)cc1F)c1ccccc1Cl,-7,-15,0,20,-0.6,-3,-5,4
CCOC(=O)/C(C#N)=C1\SCC(C)(O)N1c1c(F)cccc1F (centres undefined),-6,-18,3,4,-0.1,-1,5,0
Cc1onc(-c2ccccc2)c1-c1nc(CSc2nc3ccccc3[nH]2)no1,-4,0,3,-19,-0.1,7,-4,-2
CC(C)SC(=O)c1scc(S(C)(=O)=O)c1Cl,-6,-43,1,-1,0.3,0,19,1

# Of the compounds above, these have a CF3 group.
SMILES,rat GALR2 ag,Nox1 inhibitor,PME-1 Maybridge,S1P1 agonist,NOTCH agonist,TLR4 MyD88 blk,OPRK1 antag MB,Luminol counter
Cc1cc(NC(=O)c2cc(-c3ccccc3)c(C(F)(F)F)s2)on1,-4,-31,-2,-5,-0.2,-7,4,-1
Cc1nn(C)c2ncc(NC(=O)Nc3ccc(C(F)(F)F)cc3)c(Cl)c12,-6,-14,-40,3,0.3,-4,5,-1
O=C(CS(=O)(=O)Cc1cccc(C(F)(F)F)c1)NNC(=O)c1cccc(Cl)c1,-3,-10,2,5,-0.3,5,14,-4
O=C(Nc1ccc(Br)cc1C(F)(F)F)C(F)(F)F,-4,-12,0,-10,-0.1,-6,3,-3
O=S(=O)(Cc1ccc(C(F)(F)F)cc1)c1ccc(Cl)cc1,-3,22,5,-6,0.0,-9,-6,-5
N#Cc1ccc(C#CCOC(=O)c2ccc(C(F)(F)F)cc2)cc1,-3,6,4,5,-0.7,-2,-3,-3
O=S(=O)(Nc1cc(C(F)(F)F)cc(C(F)(F)F)c1)c1cccc2nsnc12,-3,55,5,89*,0.1,3,17,-4
CSc1nnc(-c2csc(S(=O)(=O)Nc3cccc(C(F)(F)F)c3)c2)n1C,-4,-12,1,13,-0.3,2,-5,-3
O=C(NC(=O)c1c(F)cccc1Cl)Nc1ncc(C(F)(F)F)cc1Cl,-7,-56,2,-10,-0.3,4,22,-2

# Not all compounds are listed; count on the stated rates, not on these rows.
